Screening results (PubChem)
STK33 kinase inh: inhibitors of human STK33 kinase | Q9BYT3 | purified STK33, MBP phosphorylation, ADP-Glo luminescence | inhibition, % at 10 µM | 320,000 compounds, 0.073% hits;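 active = inhibition at or above 25%, using the most active replicate where run in duplicate; inactive = inhibition below 25%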
Target sequence (Q9BYT3 whole entry, looked up): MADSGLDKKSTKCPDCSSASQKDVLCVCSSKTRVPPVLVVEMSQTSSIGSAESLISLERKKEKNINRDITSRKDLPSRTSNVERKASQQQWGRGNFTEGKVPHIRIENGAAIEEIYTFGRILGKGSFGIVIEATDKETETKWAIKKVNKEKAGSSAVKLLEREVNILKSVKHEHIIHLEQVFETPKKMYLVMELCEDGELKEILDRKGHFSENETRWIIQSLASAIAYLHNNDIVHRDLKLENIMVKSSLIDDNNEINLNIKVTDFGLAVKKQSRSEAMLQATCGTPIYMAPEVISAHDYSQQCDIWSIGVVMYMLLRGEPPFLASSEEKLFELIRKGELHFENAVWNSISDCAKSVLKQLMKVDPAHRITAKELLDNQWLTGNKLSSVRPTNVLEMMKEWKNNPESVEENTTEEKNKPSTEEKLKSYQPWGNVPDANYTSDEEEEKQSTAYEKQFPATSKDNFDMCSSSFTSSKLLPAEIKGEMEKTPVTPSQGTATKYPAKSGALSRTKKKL
OX1R antag: antagonists of human orexin 1 receptor (OX1R). O43613. OX1R-expressing cells, FRET antagonist read-out. inhibition, % at 6.6 µM. 330,000 compounds, 1.8% hits; in the data active = inhibition mostly above about 38%, no sharp cut-off; inactive = mostly below about 40%;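 note: 0% = agonist challenge alone and 100% = reference antagonist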
Target sequence (O43613 whole entry, looked up): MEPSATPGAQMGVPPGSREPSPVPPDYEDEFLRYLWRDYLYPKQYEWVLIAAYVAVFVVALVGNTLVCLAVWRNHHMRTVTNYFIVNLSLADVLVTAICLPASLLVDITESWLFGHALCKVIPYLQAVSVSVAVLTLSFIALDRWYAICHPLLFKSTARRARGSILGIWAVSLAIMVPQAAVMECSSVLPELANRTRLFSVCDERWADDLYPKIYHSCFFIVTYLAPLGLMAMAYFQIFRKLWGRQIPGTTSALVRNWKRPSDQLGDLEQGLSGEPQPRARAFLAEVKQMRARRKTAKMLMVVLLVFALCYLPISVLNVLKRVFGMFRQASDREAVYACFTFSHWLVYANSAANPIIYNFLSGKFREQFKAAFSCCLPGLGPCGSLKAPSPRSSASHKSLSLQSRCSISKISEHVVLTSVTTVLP
Numbers without * were called inactive; nt = not tested or not shown.

OX1R antag,STK33 kinase inh,SMILES
0,-0.8,c1ccc2c(c1)ncn2CCn1cnc2ccccc21
16,nt,COc1ccc(-c2noc(CCC(=O)O)n2)cc1
23,1.7,Cc1[nH]nc(SCC(=O)N2CCOCC2)c1[N+](=O)[O-]
24,-1.9,COc1ccc(/C=N/n2cnnc2SCCO)cc1OC
24,-0.5,Cc1cc(C(=O)CCC(=O)N2CCN(c3ccccc3F)CC2)c(C)s1
31,0.1,COc1cccc2cc(-c3ccnc(=S)[nH]3)oc12
13,nt,CCOC(=O)C1=CN(Cc2ccco2)S(=O)(=O)N(CC)C1c1ccccc1 (stereo not drawn)
5,-3.2,Cc1ccc(C(=O)NCCSC(C)(C)C)cc1
12,-0.7,N=C1/C(=C\c2ccc(-c3cccc(Cl)c3)o2)C(=O)N=C2SC=C(c3ccccc3)N12
11,0.4,O=C(Nc1ccc(S(=O)(=O)Nc2ncccn2)cc1)c1cnc(Cl)c(Cl)c1
19,-0.1,COc1ccc(OC)c(N(CC(=O)NCCSc2ccccc2)S(C)(=O)=O)c1
27,-0.2,S=C(Nc1ccccc1)N1CCN(c2ccccn2)CC1
6,0.0,COc1ccc(OC)c(CC(NC(C)=O)C(=O)NC2CCN(c3nnnn3-c3ccccc3)CC2)c1 (stereo not drawn)
8,-1.4,Cc1cc(C)cc(NC(=O)Cc2ccc(NC3=NC4CS(=O)(=O)CC4S3)cc2)c1 (stereo not drawn)
7,-0.6,CCOc1ccc(NC(=O)n2ncc3c(C)cccc32)cc1
12,0.3,O=C(/C=C/c1ccccc1)N(Cc1ccc(Cl)cc1)C1CCS(=O)(=O)C1 (stereo not drawn)
18,-1.1,Cc1cc(C(=O)CSc2nnc(-c3ccccc3)o2)c(C)n1CC1COc2ccccc2O1 (stereo not drawn)
19,-1.4,O=C1c2ccccc2C(=O)N1Cc1nc2ccccc2c(=O)n1CCN1CCOCC1
18,-1.7,CCOc1ccc(CCNC(=O)COC(=O)/C=C/c2cccc(OC)c2)cc1OCC
2,0.3,C=CCNS(=O)(=O)c1nc(C)c(Cl)c(C)c1C#N
22,-1.3,CC(C)N1CCc2c(sc(NC(=O)c3ccc(S(=O)(=O)N(C)CC4CCCO4)cc3)c2C(N)=O)C1 (stereo not drawn)
11,-0.2,COC(=O)[C@@H]1[C@@H](C)N(Cc2ccccc2)C(=O)N[C@H]1c1ccccc1
7,-0.1,O=C(Nc1ccc(-c2cnco2)cc1)c1ccc(F)cc1F
3,-0.8,CCc1ccc(NC(=O)C(C)OC(=O)c2cccc(S(=O)(=O)N3CCc4ccccc4C3)c2)cc1 (stereo not drawn)
23,0.2,COc1ccc(Cl)cc1NC(=O)C1COc2ccccc2O1 (stereo not drawn)
9,-0.3,O=C1C2C3C=CC(C3)C2C(=O)N1Nc1c(Cl)cc(Cl)cc1Cl (stereo not drawn)
18,0.0,CCn1c(=O)c(=O)n(CC)c2cc(S(=O)(=O)Nc3cc(C)ccc3C)ccc21
8,-0.2,CC(NC(=O)COC(=O)C1(C)CC1(Cl)Cl)c1ccccc1 (stereo not drawn)
11,-2.1,O=C(Nc1cccc(O)c1)c1noc2c1CCCCC2
1,-0.3,COC(=O)c1cc(Br)c(=O)n(CCN(C(C)C)C(C)C)c1

Part of the list above, reformatted.
smiles: N=C1/C(=C\c2ccc(-c3cccc(Cl)c3)o2)C(=O)N=C2SC=C(c3ccccc3)N12
  OX1R antag = 12
  STK33 kinase inh = -0.7

smiles: O=C(Nc1ccc(S(=O)(=O)Nc2ncccn2)cc1)c1cnc(Cl)c(Cl)c1
  OX1R antag = 11
  STK33 kinase inh = 0.4

smiles: COc1ccc(OC)c(N(CC(=O)NCCSc2ccccc2)S(C)(=O)=O)c1
  OX1R antag = 19
  STK33 kinase inh = -0.1

smiles: S=C(Nc1ccccc1)N1CCN(c2ccccn2)CC1
  OX1R antag = 27
  STK33 kinase inh = -0.2

Remaining list, next part
OX1R antag,STK33 kinase inh,SMILES
8,-0.2,CCOC(=O)c1c(C)[nH]c(C)c1C(=O)COC(=O)c1ccc(Cl)nc1
9,9.0,Cc1ccc(NC(=O)c2cccc(C(=O)OC(C)C)n2)c(Br)c1
58*,-0.9,O=C(/C=C/c1ccc(Cl)c([N+](=O)[O-])c1)Nc1cccc(NC(=O)c2ccco2)c1
15,-0.4,CCOC(=O)Cn1c(-c2ccccc2)ccc(C#N)c1=O
11,4.7,CC1(C(=O)NC2CCCCC2)CCC(=O)N1Cc1ccc2c(c1)OCO2 (stereo not drawn)
11,-0.4,CC(C)(C)c1ccc(C2(C)NC(=O)N(CC(=O)NCc3cccs3)C2=O)cc1 (stereo not drawn)
nt,-1.2,Cc1ccccc1C(=O)Nc1ccccc1NC(=O)c1ccccc1C
19,-1.4,COCCNC(=S)N/N=C(\C)c1cc2ccccc2o1
2,0.2,CCN(C(=O)CCS(=O)(=O)c1ccc2c(c1)oc(=O)n2C)c1ccc(OC)cc1
7,-0.3,COc1cccc(-c2nnc(NC(C)=O)o2)c1
14,-1.2,CN(C)N1C(N)=C(C#N)C(c2ccccc2F)C2=C1CC(C)(C)CC2=O (stereo not drawn)
28,-0.4,COc1ccc(/C=C/C(=O)N2CCC(C(N)=O)CC2)cc1S(=O)(=O)N1CCOCC1
19,-2.4,O=C(N/N=C/C1CC2CCC1C2)c1c[nH]c2ccccc12 (stereo not drawn)
6,0.9,CCOc1ccc(-c2csc(NNC3=NCCCCC3)n2)cc1
39,1.5,O=C(Nc1nc2c(s1)CCCC2)c1ccc2ncsc2c1
17,2.1,Cc1cccc2c(C(=O)N3CCN(c4ccccc4)CC3)cc(-c3ccncc3)nc12
-8,-0.1,CCOP(=O)(OCC)c1ccccc1OCP(C)(=O)COc1ccccc1P(=O)(OCC)OCC
8,nt,C[C@H]1C(c2ccc(F)cc2)=NN(c2ccccc2)[C@@H]1CO
14,0.0,S=C(NCc1ccco1)Nc1ccc(Cl)cn1
18,-1.1,Cc1ccc2cc(C)c(N3CCN(c4ccc(F)cc4)CC3)nc2c1
15,-0.7,C=CCC[C@@H](Cc1ccc(F)cc1)C(=O)OC[C@@H](NC(=O)[C@@H](CC=C)CC(=O)N(CCO)Cc1ccccc1)c1ccccc1
21,-1.0,CC(=O)Nc1ccc(S(=O)(=O)NC(C(=O)O)C2=CCC=CC2)cc1 (stereo not drawn)
11,-0.2,C=CCN=C(C)C1=C(O)CCC1=O
21,-1.1,O=C(Cc1ccccc1)Nc1ccc2oc(=O)ccc2c1
14,-0.8,CCOCCn1c(CN2CCN(c3ccc(F)cc3)CC2)nc2c1c(=O)n(C)c(=O)n2C
18,-1.0,CCc1ccc(-c2nc(CS(=O)CC(=O)NCc3cccnc3)c(C)o2)cc1 (stereo not drawn)
14,-1.0,Cc1nnc(NC(=O)C2CC(=O)N(C(C)c3ccccc3)C2)s1 (stereo not drawn)
15,-2.4,COc1cccc(NC(=O)CN2C(=O)C3(OCCCO3)c3ccccc32)c1
17,-0.1,CC(C)(C)n1nnnc1C(c1ccccc1F)N1CCN(C(=O)c2ccco2)CC1 (stereo not drawn)
-1,2.4,O=C(Nc1cccc(Cl)c1)c1ccncc1

Following part
OX1R antag,STK33 kinase inh,SMILES
0,0.8,COc1ccc2c(c1)cc(C(=O)N/N=C/c1c(O)c(C(=O)O)cc3ccccc13)n2C
26,nt,CCOc1ccccc1NC(=O)CSc1nnc2ccc(-c3ccccn3)nn12
86*,-1.3,CC(=O)NCCNC(=O)c1ccc2c(c1)S(=O)(=O)c1ccccc1C2=O
6,-1.6,CCOCCCn1c(C)nc2c(c1=O)c1nc3ccccc3nc1n2-c1ccc2c(c1)OCCO2
8,-1.4,Cc1cc(=O)oc2c(CN(C)Cc3ccccc3)c(O)ccc12
3,-0.5,Cc1cc(C)cc(CSc2ccc(S(=O)(=O)N3CCCC3)cn2)c1
8,0.9,CC(C)CCNC(=O)c1ccc2c(Cl)c3c(nc2c1)CCC3
10,-1.0,O=C(NC(=O)c1ccc(F)cc1)Nc1nc(-c2cccs2)cc(C(F)(F)F)n1
19,0.7,Cc1ccc(C(=O)Nc2ccc(NC(=O)c3ccc(C)o3)cc2)o1
6,-1.2,Cc1[nH]c(=S)[nH]c(=O)c1CCC1OCCO1
14,-0.6,CCn1nc(C)c(CN2CCC(n3nccc3NC(=O)c3ccccc3OC)CC2)c1C
7,-0.3,CCSc1nnc2n1C(C)(C)Cc1ccccc1-2
24,-0.4,CSc1nc2nc3c(c(=O)n2[nH]1)CN(Cc1ccccc1)CC3
29,-0.1,COc1ccccc1NS(=O)(=O)c1cc(NC(=O)c2cccs2)ccc1N1CCCCC1
7,-2.0,Cc1cc(Oc2ccc(N)cn2)ccc1Cl
-2,-0.6,Cc1c(CC(=O)NCCCCCC(=O)O)c(=O)oc2cc3occ(-c4ccccc4)c3cc12
-8,-0.5,COc1ccc(-c2cc(C(=O)Nc3cc(Cl)ccc3O)no2)cc1
29,-1.5,CCc1ccccc1NC(=O)c1cccc(N2C(=O)C3C4CCC(C4)C3C2=O)c1 (stereo not drawn)
23,1.0,COc1cc(C(=O)Nc2nnc(CC(C)C)s2)c([N+](=O)[O-])cc1OC
4,1.2,Cc1cccc(C(=O)NC2CCN(S(=O)(=O)c3ccccc3F)CC2)c1
2,-0.9,COc1ccc(Oc2nnc(-c3ccc(C)cc3)c3ccccc23)cc1
3,1.0,CC1CCN(C(=O)CNC(=O)c2ccc(Cl)cc2Cl)CC1
13,nt,Cc1ccc(CNC(=O)Cn2cnc3c(NCc4ccccc4)ncnc32)o1
13,-0.9,Cc1ccc([N+](=O)[O-])cc1N/C=C1\CCc2ccccc2C1=O
19,0.7,O=C(/C(=N\O)n1cncn1)c1ccc(Cl)cc1Cl
10,-0.1,COc1ccc(CN2CCNC(=O)C2CC(=O)NCCCC2CCCC2)c(F)c1 (stereo not drawn)
5,-0.5,COc1ccccc1C(c1nnnn1CC1CCCO1)N1CCN(c2ccccc2)CC1 (stereo not drawn)
-2,-1.5,CN(C)NC(=O)c1cccc(Cl)c1
0,-1.6,CCCCn1c(N)c(N(CC(C)C)C(=O)CCCSc2nncs2)c(=O)[nH]c1=O
27,0.4,Cc1ccc(/C=C/C(=O)NC2=NCCS2)cc1

Look-ups from the entries so far:
Value of COc1ccc(CN2CCNC(=O)C2CC(=O)NCCCC2CCCC2)c(F)c1 (stereo not drawn) under OX1R antag: 10
Value of CC1CCN(C(=O)CNC(=O)c2ccc(Cl)cc2Cl)CC1 under STK33 kinase inh: 1.0

Complete entries, quoted from the list. Order of values: OX1R antag	STK33 kinase inh
CC(=O)NCCNC(=O)c1ccc2c(c1)S(=O)(=O)c1ccccc1C2=O as listed: 86*	-1.3
CN(C)NC(=O)c1cccc(Cl)c1 as listed: -2	-1.5
O=C(NC(=O)c1ccc(F)cc1)Nc1nc(-c2cccs2)cc(C(F)(F)F)n1 as listed: 10	-1.0
Cc1ccc([N+](=O)[O-])cc1N/C=C1\CCc2ccccc2C1=O as listed: 13	-0.9
COc1cc(C(=O)Nc2nnc(CC(C)C)s2)c([N+](=O)[O-])cc1OC as listed: 23	1.0

(listing goes on)
OX1R antag,STK33 kinase inh,SMILES
-4,-0.6,CCC1CCCCN1C(=O)CSc1nc2c([nH]c3ccccc32)c(=O)n1C (stereo not drawn)
8,-0.9,O=C(COC(=O)CN1C(=O)NC2(CCCC2)C1=O)Nc1c(Cl)cccc1C(F)(F)F
30,0.7,CCOC(=O)c1cc(C(=O)OCC)c2cccc(C)n2c1=O
15,-0.9,CCN(CC(=O)NCc1cccs1)C(=O)c1ccc(S(=O)(=O)Nc2ccccc2F)cc1
33,-1.1,O=C(NC1CCCC1)C(c1ccccc1)N(Cc1ccco1)C(=O)Cc1cccs1 (stereo not drawn)
19,0.7,COc1cc(CNCCSc2nnnn2C)cc(Br)c1OCc1ccc(F)cc1
10,0.4,COc1ccc(NC(=O)Nc2cccs2)cc1OC
14,nt,CCN(CC)S(=O)(=O)c1ccc(C)c(NC(=O)COc2ccc(Cl)cc2Br)c1
21,-0.1,COc1ccc(-c2noc(N3CCCC(C(=O)Nc4ccc(C(C)=O)cc4)C3)n2)cc1 (stereo not drawn)
6,0.2,CC1CN(Cc2nnc(-c3ccccc3)o2)CC(C)O1 (stereo not drawn)
6,-6.4,CC(NCc1ccccc1)c1ccccc1O (stereo not drawn)
4,-1.4,Cc1ccc(CNC(=O)CCc2ccccc2)cc1
6,1.6,CCOC(=O)COc1cccc(C2NC(=O)c3ccccc3O2)c1 (stereo not drawn)
16,-0.7,COc1ccc(N2CC(O)(c3ccc(F)cc3)[N+]3=C2CCCC3)cc1 (stereo not drawn)
6,-0.4,CC(C)CN(C(=O)CSc1nncn1C)C1CCS(=O)(=O)C1 (stereo not drawn)
9,0.6,N#C/C(=C\c1c(F)cccc1Cl)S(=O)(=O)c1ccccn1
20,-0.2,CC1Cc2ccccc2N1S(=O)(=O)c1cccc(C(=O)N2CC(=O)Nc3ccccc32)c1 (stereo not drawn)
16,-0.9,C=CCOC(=O)C1=C(C)Nc2nnnn2C1c1cc(OC)ccc1OC (stereo not drawn)
11,1.3,Cn1c(=O)oc2cc(S(=O)(=O)N3CCC(C(=O)NCc4ccc(F)cc4)CC3)ccc21
4,-0.5,Nc1ncnc(Nc2cc(Cl)cc(Cl)c2)c1[N+](=O)[O-]
14,-1.4,O=C1CSC(c2ccccc2Br)N1c1ccc(Cl)cn1 (stereo not drawn)
27,-1.6,CCc1nc(SCC(=O)Nc2ccc(F)cc2)c2c(=O)n(C)c(=O)n(C)c2n1
42,-0.7,CCc1cc(Cn2nc(-c3ccccc3)cc2C(=O)NCc2cccc(C(F)(F)F)c2)on1
19,-2.2,COc1cccc(C2CC(c3ccccc3Cl)n3ncnc3N2)c1 (stereo not drawn)
8,-0.4,Cc1ccc(S(=O)(=O)CCC(=O)OCC(=O)N2CCN(S(=O)(=O)c3ccccc3)CC2)cc1
22,-0.9,O=C(Nc1nc(-c2ccccc2)cs1)c1ccc(S(=O)(=O)N2CCc3ccccc32)cc1
32,0.4,COc1ccccc1N1CCN(/N=C/C(Cl)=C/c2ccccc2)CC1
